Screening data from PubChem.
PKA-R1A act – activators of PKA-R1A holoenzyme, primary screen, biochemical, fluorescence polarization, Cy5-IP20, bovine R1A, mouse PKAc. cAMP-dependent protein kinase type I-alpha regulatory subunit (Bos taurus) + …. PKA-R1A dissociation; scaled: DMSO 0%, 113 µM cGMP 100%. activation, % at 11.4 µM. actives 0.083% (n = 340,000). AID 504707, 2011;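 active = percent activation above the mean of all tested compounds plus 3 SD, cut at about 19% in these data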;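 note: higher means more PKAc released from R1A so a rise in polarization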
AddAB inh – growth inhibition of E. coli expressing H. pylori AddAB, primary screen, AddAB inhibitor project, absorbance. actives 0.29% (n = 330,000). inhibition, % at 11.9 µM; in the data active = inhibition above about 12%;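 note: 0% = vehicle wells of infected cells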
MOR-DOR ag – agonists of OPRM1-OPRD1 heterodimerization, primary screen, cell-based, luminescence; actives 0.3% (n = 340,000); cells; activation, % at 9.3 µM; in the data active = activation above about 18%;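 note: 0% = vehicle-treated cells and 100% = reference agonist; values of inactives mirror those of a sister screen read the other way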
PfHsp90 yeast 2 – growth inhibition of PfHsp90-expressing yeast, primary screen, antimalarial PfHsp90 inhibitor project, S. cerevisiae, BacTiter-Glo luminescence, single point, set 2. BacTiter-Glo ATP, 48 h; yeast lacking PDR1 and PDR3 efflux regulators. inhibition, % at 9.4 µM. actives 0.32% (n = 310,000);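 active = every replicate shows inhibition above about 80%, whatever the replicate mean, limit read from the data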;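 note: 0% = DMSO neutral controls and 100% = 20 µM radicicol positive controls; yeast relying on Plasmodium falciparum Hsp90 in place of its own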
Ecoli viability – E. coli V3065 growth inhibition, primary screen, counter-screen for AddAB inhibitor project, absorbance, OD600 | 18 h | inhibition, % at 11.9 µM | actives 0.27% (n = 330,000);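 active = inhibition above the campaign's mean inhibition across all tested compounds plus 3 SD, cut at about 9.9% in these data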;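 note: uninfected addAB+ strain grown without phage in ampicillin broth; 0% = DMSO wells and 100% = ciprofloxacin 0.95 µg/ml wells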
SUMO Mot1 rescue – yeast Mot1-301 growth rescue at high temperature, primary screen, SUMOylation pathway inhibitor project, S. cerevisiae, ATP luminescence, 38.5C | actives 1% (n = 320,000) | S. cerevisiae Mot1-301 growth rescue; percent above DMSO median, 100 means doubled | growth rescue, % at 18.8 µM | AID 2716, 2010;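 active = every valid replicate shows activation above 250% relative to neutral control wells; inactive = the rest, any valid replicate at or below 250%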;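 note: OY570 slx delta 5 strain wells were the positive control but not used for scaling; some compounds called inactive have numbers as strong as hits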
PKA-R2B act – activators of PKA-R2B holoenzyme, primary screen, biochemical, fluorescence polarization, Cy5-IP20, human. cAMP-dependent protein kinase catalytic subunit beta (Homo sapiens) + cAMP-dependent …. PKA-R2B holoenzyme dissociation; R2B truncated from residue 108, S112A mutant; 0% DMSO only, 100% 113 µM cGMP. activation, % at 11.4 µM. actives 0.079% (n = 340,000);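 active = activation above a cutoff set at the mean over all compounds plus 3 SD, cut at about 18% in these data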;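 note: higher means more holoenzyme dissociation and a rise in polarization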
Target sequence (P31323 whole entry, looked up, other chains not shown, the tested form may be a part): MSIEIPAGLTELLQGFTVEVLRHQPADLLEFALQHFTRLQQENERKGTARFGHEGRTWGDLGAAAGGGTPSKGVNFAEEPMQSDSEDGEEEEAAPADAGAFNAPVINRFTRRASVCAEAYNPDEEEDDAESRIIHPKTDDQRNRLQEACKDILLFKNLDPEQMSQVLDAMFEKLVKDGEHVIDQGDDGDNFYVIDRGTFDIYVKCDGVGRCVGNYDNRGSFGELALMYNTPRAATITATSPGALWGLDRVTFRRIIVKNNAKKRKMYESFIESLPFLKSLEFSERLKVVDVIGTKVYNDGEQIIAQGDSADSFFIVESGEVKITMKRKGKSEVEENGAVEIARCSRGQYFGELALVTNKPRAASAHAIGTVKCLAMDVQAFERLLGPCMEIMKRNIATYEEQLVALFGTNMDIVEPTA
HTR5A inv ag – HTR5A inverse agonists in luminescence cell assay, primary screen, counter-screen for OPRM1-OPRD1 heterodimer inverse agonist project, full-deck HTS; AID 504634, 2011; 5-hydroxytryptamine receptor 5A (Homo sapiens), P47898; inhibition, % at 9.3 µM; HTR5A cell line, inverse agonism; actives 0.083% (n = 340,000); in the data active = inhibition mostly above about 23%, no sharp cut-off; inactive = mostly below about 18%;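 note: 0% = cells with DMSO and 100% = no-cell wells with DMSO; some compounds called inactive have numbers as strong as hits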
Target sequence (P47898 whole entry, looked up): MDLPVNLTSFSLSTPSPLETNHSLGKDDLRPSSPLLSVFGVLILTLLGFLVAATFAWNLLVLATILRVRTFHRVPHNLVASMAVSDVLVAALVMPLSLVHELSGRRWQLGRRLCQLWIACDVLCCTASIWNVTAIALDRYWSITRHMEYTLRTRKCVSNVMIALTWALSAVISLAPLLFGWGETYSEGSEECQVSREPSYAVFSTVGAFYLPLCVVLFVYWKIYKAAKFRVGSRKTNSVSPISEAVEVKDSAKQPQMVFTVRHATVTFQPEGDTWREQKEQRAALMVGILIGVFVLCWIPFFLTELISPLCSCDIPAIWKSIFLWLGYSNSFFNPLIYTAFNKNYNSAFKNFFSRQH
Tat transport – E. coli Tat export inhibitors, primary screen, MC4100, TorA-mCherry reporter, fluorescence, single point | inhibition, % at 10 µM | actives 0.036% (n = 340,000) | AID 488895, 2010;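 active = mean replicate inhibition at least 50% and at least half of replicates individually reaching 50%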;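 note: exported cargo escapes ClpAP degradation while cytoplasmic cargo is degraded and loses fluorescence; 0% = median of neutral control wells and 100% = median of NaSCN control wells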
OPRM1-OPRD1 inv – inverse agonists of MOR-DOR heterodimerization, primary screen, cell-based, luminescence | Mu-type opioid receptor (Homo sapiens) + Delta-type opioid receptor (Homo sapiens), … | cell-based MOR-DOR heterodimer luminescence, inverse agonism | inhibition, % at 9.3 µM | actives 0.21% (n = 340,000) | AID 504357, 2011; in the data active = inhibition above about 22%, passing the limit was not always enough;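 note: 0% = cells with DMSO and 100% = wells without cells with DMSO; values of inactives mirror those of a sister screen read the other way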
phage Ecoli inh – growth loss of phage-infected E. coli, primary screen, RecBCD inhibitor project, absorbance, with phage, HTS; inhibition, % at 11.9 µM; actives 0.26% (n = 360,000); in the data active = inhibition above about 11%
An asterisk follows results filed as active. This is a random part of the collection; overall some 2.2% were active at least once.

What do the screens show for `Cc1nn(CCCC(=O)NCc2ccccc2)c(C)c1[N+](=O)[O-]`?
PKA-R1A act: -6; AddAB inh: 1.3; MOR-DOR ag: -2.3; PfHsp90 yeast 2: -5; Ecoli viability: -1.8; SUMO Mot1 rescue: -13; PKA-R2B act: -4; HTR5A inv ag: 7; Tat transport: -11; OPRM1-OPRD1 inv: 14; phage Ecoli inh: 1.7

Results for COc1ccc(S(=O)(=O)n2c([N+](=O)[O-])cnc2C)c(C)c1C ?
PKA-R1A act: -3; AddAB inh: -0.6; MOR-DOR ag: -2.9; PfHsp90 yeast 2: -1; Ecoli viability: 0.8; SUMO Mot1 rescue: 0; PKA-R2B act: -4; HTR5A inv ag: -15; Tat transport: -13; OPRM1-OPRD1 inv: 14; phage Ecoli inh: 2.1

Results for O=C(CSc1nncn1-c1ccccc1)NC1CCCc2ccccc21 (stereo unspecified) ?
PKA-R1A act: 7; AddAB inh: 1.8; MOR-DOR ag: 2.9; PfHsp90 yeast 2: -4; Ecoli viability: 0.0; SUMO Mot1 rescue: 12; PKA-R2B act: -1; HTR5A inv ag: 7; Tat transport: 3; OPRM1-OPRD1 inv: -21; phage Ecoli inh: 4.3

What do the screens show for `CN(C(=O)c1cccc(NC(=O)Cc2cccc([N+](=O)[O-])c2)c1)C1CCCC1`?
PKA-R1A act: -19; AddAB inh: -1.9; MOR-DOR ag: -3.1; PfHsp90 yeast 2: 0; Ecoli viability: -2.4; SUMO Mot1 rescue: -6; PKA-R2B act: 5; HTR5A inv ag: -24; Tat transport: -1; OPRM1-OPRD1 inv: 14; phage Ecoli inh: 2.2

What do the screens show for `COc1ccc(Cc2nc(-c3ccc(Br)cc3)no2)cc1`?
PKA-R1A act: 0; AddAB inh: -0.5; MOR-DOR ag: 4.0; PfHsp90 yeast 2: -12; Ecoli viability: -0.4; SUMO Mot1 rescue: -1; PKA-R2B act: -12; HTR5A inv ag: 6; Tat transport: -17; OPRM1-OPRD1 inv: -23; phage Ecoli inh: -3.9

What do the screens show for `COc1cc(C(C2=C(O)CC(C)(C)CC2=O)C2C(=O)CC(C)(C)CC2=O)cc(OC)c1OC` (stereo unspecified)?
AddAB inh: -1.3; PfHsp90 yeast 2: -14; Ecoli viability: -0.7; SUMO Mot1 rescue: 658*; Tat transport: 4; phage Ecoli inh: 5.8

Results for O=S(=O)(Cc1ccccc1)C(CCCc1ccccc1)S(=O)(=O)Cc1ccccc1 ?
PKA-R1A act: 5; MOR-DOR ag: 4.8; PfHsp90 yeast 2: 5; PKA-R2B act: -1; HTR5A inv ag: -8; Tat transport: 13; OPRM1-OPRD1 inv: -25; phage Ecoli inh: 0.3

What do the screens show for `CCN(CC)S(=O)(=O)c1cccc(C(=O)NC(Cc2c[nH]c3ccccc23)c2nnc3n2CCCCC3)c1` (stereo unspecified)?
PKA-R1A act: -6; AddAB inh: 0.4; MOR-DOR ag: -1.0; PfHsp90 yeast 2: 6; Ecoli viability: -0.2; SUMO Mot1 rescue: -5; PKA-R2B act: -1; HTR5A inv ag: 5; Tat transport: 2; OPRM1-OPRD1 inv: 5; phage Ecoli inh: 0.6

What do the screens show for `O=S(=O)([N-]c1nc2ccccc2nc1-[n+]1ccc(Cc2ccccc2)cc1)c1ccc(Br)s1`?
PKA-R1A act: -4; AddAB inh: -0.1; MOR-DOR ag: 10.0; PfHsp90 yeast 2: -11; Ecoli viability: 0.8; SUMO Mot1 rescue: -6; PKA-R2B act: -4; HTR5A inv ag: -15; Tat transport: -5; OPRM1-OPRD1 inv: -49; phage Ecoli inh: 1.2

Results for O=C(O)CCC(=O)NCc1ccc(F)cc1 ?
PKA-R1A act: 8; AddAB inh: -0.9; MOR-DOR ag: -1.9; Ecoli viability: -1.6; SUMO Mot1 rescue: 14; PKA-R2B act: 3; HTR5A inv ag: -16; Tat transport: 1; OPRM1-OPRD1 inv: 10; phage Ecoli inh: 0.6

Results for CCCN(CC(=O)Nc1ccccc1C)C(=O)CCCc1c[nH]c2ccccc12 ?
PKA-R1A act: 3; AddAB inh: -3.9; MOR-DOR ag: -1.1; PfHsp90 yeast 2: -5; Ecoli viability: -3.2; SUMO Mot1 rescue: 0; PKA-R2B act: -1; HTR5A inv ag: 6; Tat transport: -5; OPRM1-OPRD1 inv: 5; phage Ecoli inh: 1.8

What do the screens show for `Cc1ccc(-c2nc(C(Cl)Cl)c3ccccc3n2)cc1`?
PKA-R1A act: 2; AddAB inh: 0.2; MOR-DOR ag: 1.2; PfHsp90 yeast 2: 14; Ecoli viability: -1.7; SUMO Mot1 rescue: 15; PKA-R2B act: -11; HTR5A inv ag: 13; Tat transport: -4; OPRM1-OPRD1 inv: -6; phage Ecoli inh: 1.5

How did Cc1oc(-c2cccs2)nc1CSCC(=O)NC1CC1 do in these assays?
PKA-R1A act: 0; AddAB inh: -2.5; MOR-DOR ag: -1.5; PfHsp90 yeast 2: 17; Ecoli viability: -3.3; SUMO Mot1 rescue: 109; PKA-R2B act: -5; HTR5A inv ag: 0; Tat transport: 1; OPRM1-OPRD1 inv: 8; phage Ecoli inh: 0.6

Results for O=C(OCc1ccc([N+](=O)[O-])cc1)C1CC(=O)N(Cc2ccccc2)C1 (stereo unspecified) ?
PKA-R1A act: 1; AddAB inh: -2.9; MOR-DOR ag: -1.3; Ecoli viability: -3.3; SUMO Mot1 rescue: -7; PKA-R2B act: 0; HTR5A inv ag: 2; Tat transport: 3; OPRM1-OPRD1 inv: 7; phage Ecoli inh: 1.6

How did Cc1cc(C(=O)Cn2ncc(Cl)c(Cl)c2=O)c(C)n1CC(F)(F)F do in these assays?
PKA-R1A act: -9; AddAB inh: 0.8; MOR-DOR ag: -2.4; PfHsp90 yeast 2: -5; Ecoli viability: -0.5; SUMO Mot1 rescue: 60; PKA-R2B act: -6; HTR5A inv ag: 23; Tat transport: 19; OPRM1-OPRD1 inv: 12; phage Ecoli inh: 1.6

How did Cc1cc(C)cc(NC(=O)c2cc(S(=O)(=O)NCc3ccco3)ccc2F)c1 do in these assays?
PKA-R1A act: 2; AddAB inh: 2.3; MOR-DOR ag: 1.8; PfHsp90 yeast 2: -15; Ecoli viability: -0.7; SUMO Mot1 rescue: -16; PKA-R2B act: -11; HTR5A inv ag: 15; Tat transport: -5; OPRM1-OPRD1 inv: -10; phage Ecoli inh: 2.4

How did CSc1ccccc1C(=O)NCC(c1ccco1)N1CCCCC1 (stereo unspecified) do in these assays?
PKA-R1A act: 0; AddAB inh: -0.3; MOR-DOR ag: -1.0; PfHsp90 yeast 2: -15; Ecoli viability: 0.9; SUMO Mot1 rescue: -10; PKA-R2B act: -4; HTR5A inv ag: -16; Tat transport: -6; OPRM1-OPRD1 inv: 5; phage Ecoli inh: 4.7

What do the screens show for `S=C(NCC(c1cccnc1)N1CCOCC1)NC1CCCCC1` (stereo unspecified)?
PKA-R1A act: -2; AddAB inh: 1.0; MOR-DOR ag: -0.9; PfHsp90 yeast 2: 34; Ecoli viability: 0.6; SUMO Mot1 rescue: 110; PKA-R2B act: 4; HTR5A inv ag: 7; Tat transport: -2; OPRM1-OPRD1 inv: 7; phage Ecoli inh: 3.2

Results for COc1cc(C(=O)Nc2cc3c(cc2N2CCCCC2)n(C)c(=O)n3C)cc(OC)c1OC ?
PKA-R1A act: -5; AddAB inh: -0.8; MOR-DOR ag: 1.6; PfHsp90 yeast 2: -12; Ecoli viability: -3.7; SUMO Mot1 rescue: 16; PKA-R2B act: -5; HTR5A inv ag: 4; Tat transport: 8; OPRM1-OPRD1 inv: -8; phage Ecoli inh: 0.6

What do the screens show for `O=S(=O)(c1ccc2ccccc2c1)N1CCN(C2Cc3ccccc3C2)CC1`?
PKA-R1A act: -10; AddAB inh: 0.8; MOR-DOR ag: 3.4; PfHsp90 yeast 2: -7; Ecoli viability: 1.0; SUMO Mot1 rescue: 44; PKA-R2B act: 2; HTR5A inv ag: -17; Tat transport: 6; OPRM1-OPRD1 inv: -17; phage Ecoli inh: 0.6

What do the screens show for `Cc1c(Cl)c([N+](=O)[O-])nn1Cc1ccc(C(=O)N/N=C\c2ccccn2)o1`?
PKA-R1A act: 0; AddAB inh: 6.0; MOR-DOR ag: -3.0; PfHsp90 yeast 2: 10; Ecoli viability: 0.0; SUMO Mot1 rescue: 1; PKA-R2B act: 3; HTR5A inv ag: -39; Tat transport: 1; OPRM1-OPRD1 inv: 16; phage Ecoli inh: 2.4

Results for Cc1ccc(Nc2ncnc3c2cnn3C)cc1 ?
PKA-R1A act: -8; AddAB inh: -17; MOR-DOR ag: 0.9; PfHsp90 yeast 2: 8; Ecoli viability: 0.2; SUMO Mot1 rescue: -2; PKA-R2B act: -14; HTR5A inv ag: 5; Tat transport: 4; OPRM1-OPRD1 inv: -6; phage Ecoli inh: 3.9

How did COc1cccc2sc(N(C)c3ccccc3)nc12 do in these assays?
PKA-R1A act: 8; AddAB inh: 1.1; MOR-DOR ag: 0.2; PfHsp90 yeast 2: -8; Ecoli viability: -0.1; SUMO Mot1 rescue: -32; PKA-R2B act: -6; HTR5A inv ag: -16; Tat transport: -1; OPRM1-OPRD1 inv: -1; phage Ecoli inh: -0.8

Gathered by group, the compounds so far containing a thiophene ring, fused or not
What do the screens show for `O=S(=O)([N-]c1nc2ccccc2nc1-[n+]1ccc(Cc2ccccc2)cc1)c1ccc(Br)s1`?
PKA-R1A act: -4; AddAB inh: -0.1; MOR-DOR ag: 10.0; PfHsp90 yeast 2: -11; Ecoli viability: 0.8; SUMO Mot1 rescue: -6; PKA-R2B act: -4; HTR5A inv ag: -15; Tat transport: -5; OPRM1-OPRD1 inv: -49; phage Ecoli inh: 1.2

How did Cc1oc(-c2cccs2)nc1CSCC(=O)NC1CC1 do in these assays?
PKA-R1A act: 0; AddAB inh: -2.5; MOR-DOR ag: -1.5; PfHsp90 yeast 2: 17; Ecoli viability: -3.3; SUMO Mot1 rescue: 109; PKA-R2B act: -5; HTR5A inv ag: 0; Tat transport: 1; OPRM1-OPRD1 inv: 8; phage Ecoli inh: 0.6
